Tn7 DDE FP: inhibitors of Tn7 peptide binding to human fibrin DD(E) | 370,000 tested, 0.13% active | inhibition, % at 8.3 µM | P02675 | FP displacement of FITC-Tn7 peptide from fibrin DD(E); 0% = median of compound wells per plate;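 active = inhibition above the mean of compounds falling within the control limits plus 3 SD of them, cut at about 14% in these data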;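 also: 0% = plate median of compound wells and 100% = 10 µM Aha-Tn7 peptide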
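Assay system: human fibrin DD(E) protein / Input: 2 µM fibrin DD(E) / Benchmarks: high control of 10 µM Aha-Tn7 peptide / Measured by: fluorescence polarization of the labelled Tn7 tracer / Medium: Tris buffer with calcium and detergent, pH 7.8 / Timing: 10 min compound pre-incubation, 3 h probe incubation at room temperature / Repeats: one replicate per compound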
UHRF1 binding: UHRF1 methyl-DNA binding inhibition; inhibition, % at 4.4 µM; UHRF1 binding to methylated oligo, TR-FRET; 370,000 tested, 0.75% active; Q96T88; in the data active = inhibition above about 21%;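 also: UHRF1 SRA domain binding a hemimethylated CpG hairpin DNA probe; 0% = median of test compound wells and 100% = reference inhibitor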
PLC-beta3 inh: blocks human PLC-beta3 enzyme activity; Q01970; Purified PLC-beta3, fluorogenic substrate, fluorescence; inhibition, % at 12.2 µM; 370,000 tested, 0.18% active; in the data active = inhibition above about 11%;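 also: 0% = median of compound wells on plate and 100% = full blocker control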
Tn6 DDE FP: inhibitors of Tn6 peptide binding to human fibrin DD(E); Fibrin DD(E) TRITC-Tn6 fluorescence polarization displacement; inhibition, % at 8.3 µM; 370,000 tested, 0.21% active;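 active = inhibition above a per-campaign cutoff: mean of compounds within control limits plus 3 SD, cut at about 15% in these data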;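 also: 0% = median of all compound wells on the plate and 100% = blocking peptide control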
MBD2 inh: blocks human MBD2 binding to methylated DNA | Q9UBB5 | TR-FRET, MBD2 binding to methylated oligonucleotide | inhibition, % at 4.4 µM | 370,000 tested, 0.31% active | AID 686964; in the data active = inhibition above about 13%
ASAP1 inh: ASAP1 ArfGAP inhibition; Q9ULH1; ASAP1-stimulated ARF1 GTP hydrolysis, GDP FP detection; inhibition, % at 16.5 µM; 360,000 tested, 0.19% active; AID 624377; in the data active = inhibition above about 25%;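 also: 0% = vehicle with enzyme and substrate and 100% = no enzyme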
Target sequence (Q9ULH1 325-724 limits assumed): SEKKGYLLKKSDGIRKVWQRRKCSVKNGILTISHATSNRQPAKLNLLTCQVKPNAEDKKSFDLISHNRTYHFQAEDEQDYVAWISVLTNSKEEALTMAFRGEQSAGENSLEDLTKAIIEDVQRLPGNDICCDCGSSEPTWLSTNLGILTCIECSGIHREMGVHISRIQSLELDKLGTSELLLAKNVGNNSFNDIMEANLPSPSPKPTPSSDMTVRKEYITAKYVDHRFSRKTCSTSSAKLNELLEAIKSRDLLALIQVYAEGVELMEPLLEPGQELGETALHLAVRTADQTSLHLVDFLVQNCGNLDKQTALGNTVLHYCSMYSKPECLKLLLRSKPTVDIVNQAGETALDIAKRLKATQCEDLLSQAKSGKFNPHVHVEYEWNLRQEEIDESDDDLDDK
KLK7 zymogen act: activators of human kallikrein-7 zymogen | purified proKLK7, EDANS-DABCYL substrate fluorescence; 100% is mature enzyme control, 0% vehicle | activation, % at 7 µM | AID 652039 | P49862 | 370,000 tested, 0.9% active;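 active = activation above the mean of all tested compounds plus 3 SD, computed per campaign excluding outliers beyond control limits, cut at about 13% in these data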
Target sequence (P49862 whole entry, looked up): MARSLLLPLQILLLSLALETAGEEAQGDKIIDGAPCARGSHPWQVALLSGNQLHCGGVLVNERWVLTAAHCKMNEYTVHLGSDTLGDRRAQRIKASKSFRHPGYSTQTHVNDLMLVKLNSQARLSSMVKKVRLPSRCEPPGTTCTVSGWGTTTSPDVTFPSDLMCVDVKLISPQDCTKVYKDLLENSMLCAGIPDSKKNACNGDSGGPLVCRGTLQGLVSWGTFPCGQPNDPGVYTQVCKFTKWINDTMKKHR
ARFGAP1 inhibitor: rat ARFGAP1 inhibition | Q62848 | Arfgap1-stimulated ARF1 GTP hydrolysis, GDP FP detection | inhibition, % at 16.5 µM | 360,000 tested, 0.26% active | AID 651572;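 active = inhibition above a per-plate limit, mean inhibition of low control wells plus 3 SD, cut at about 25% in these data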;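 also: 0% = DMSO wells with enzyme and 100% = wells lacking Arfgap1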
Target sequence (Q62848 1-136 limits assumed): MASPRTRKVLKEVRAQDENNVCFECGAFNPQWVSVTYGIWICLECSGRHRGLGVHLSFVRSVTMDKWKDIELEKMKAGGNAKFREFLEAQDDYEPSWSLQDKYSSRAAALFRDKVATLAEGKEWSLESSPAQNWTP
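Material: truncated rat Arfgap1 GAP domain; Incubation: compound-enzyme preincubation 20 min, reaction 120 min, detection 60 min, 25 °C; Read-out: percent inhibition of Arfgap1-stimulated GTP hydrolysis; Technique: FP, GDP Alexa 633 tracer displaced from anti-GDP antibody, 620/688 nm; Controls: No-Arfgap1 wells (100%) versus DMSO full-reaction wells (0%); Replication: single well per compound.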
PLCg1 inh: blocks human PLC-gamma1 enzyme activity. P19174. purified PLC-gamma1, fluorogenic substrate, fluorescence. 370,000 tested, 0.84% active. AID 720700. inhibition, % at 12.2 µM; in the data active = inhibition above about 9.5%
ADAM17 inh: ADAM17 inhibition, QFRET primary screen; P78536; 370,000 tested, 0.83% active; inhibition, % at 6.95 µM; recombinant ADAM17, EDANS/DABCYL FRET peptide cleavage;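 active = inhibition above the mean of compounds lying between control limits plus 3 SD, set per campaign, cut at about 8.5% in these data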;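 also: 0% = DMSO-only wells as the low control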
* hit, by the source's call; i = inactive; · = not tested or not shown.

SMILES	Tn7 DDE FP	UHRF1 binding	PLC-beta3 inh	Tn6 DDE FP	MBD2 inh	ASAP1 inh	KLK7 zymogen act	ARFGAP1 inhibitor	PLCg1 inh	ADAM17 inh
Cc1nc(C)c(-c2csc(Nc3ccc(Cl)cn3)n2)s1	0.7	7.7	-12.6	-6.8	-0.9	3.6	-0.3	12.2	-2.4	1.4
CC(=O)c1cccc(NC(=O)N2CCC(C(=O)c3ccc(F)cc3)CC2)c1	0.7	-0.7	-9.8	-1.6	3.0	0.2	-0.8	-4.7	-1.0	0.6
CC1Cc2ccccc2N1C(=O)C1CCN(S(=O)(=O)Cc2ccccc2)CC1 (stereo unspecified)	-6.1	-2.4	1.7	4.4	1.4	9.4	0.3	5.0	1.4	1.2
CC(NC(=O)Cc1ccccc1)c1ccc(F)cc1 (stereo unspecified)	-7.2	-2.0	5.1	2.5	1.4	3.9	-0.2	7.1	3.6	-0.7
COc1ccc(C(=O)OCCCOC(=O)c2ccc(OC)cc2OC)c(OC)c1	5.3	-0.3	-10.1	0.4	3.6	-1.1	0.3	1.9	-1.6	-2.4
Cc1ccc(NC(=O)NNc2cccc(Cl)n2)cc1	0.3	2.2	1.4	-0.7	-2.1	2.9	-0.7	-1.3	1.4	-0.6
COc1cc(S(=O)(=O)n2nc(C)cc2C)c(OC)cc1Cl	2.2	-1.1	-6.6	5.2	-2.1	-10.7	-0.1	4.4	1.0	-1.9
CSc1ccc(CN2CCC2(C)C(=O)Nc2ccc(C)c(O)c2)cc1 (stereo unspecified)	5.9	-1.1	-4.9	6.0	-5.3	-18.3	0.8	9.7	-0.8	6.0
COc1ccc(NS(=O)(=O)c2cccc(C(=O)N3CCOCC3)c2)cc1	-1.4	-0.5	1.6	2.0	-2.2	9.4	0.2	0.4	-1.5	-1.3
O=C(Cc1cccs1)N(Cc1ccco1)C1(C(=O)NC2CCCC2)CCCCC1	-0.2	-1.2	0.9	3.0	-8.6	-3.6	-0.1	9.5	0.6	0.6
COc1cccc(C(C(=O)NC2CCCCC2)N(C(=O)c2csnn2)C2CC2)c1 (stereo unspecified)	-4.0	-0.5	-2.0	3.1	-6.1	8.7	-0.4	12.3	-0.9	0.5
O=C(O)c1cnn2c(C(F)(F)F)cc(-c3ccco3)nc12	-0.9	8.9	-180.4	-6.2	6.1	3.7	-1.4	10.7	-145.6	-18.2
CCOC(=O)c1ccccc1NC(=O)COC(=O)CCCOc1ccccc1	-0.9	-1.0	2.5	3.9	0.2	-4.6	0.5	-5.6	-5.1	1.4
O=C(N/N=C/c1c[nH]c2ccccc12)C1CC1c1ccccc1 (stereo unspecified)	-5.4	-1.7	-2.7	-4.7	-0.7	9.2	0.8	11.8	1.0	1.1
Cn1c(=N)n(CC(O)c2ccccc2)c2ccccc21 (stereo unspecified)	2.8	-0.7	1.9	2.7	-2.0	-6.8	-0.5	5.2	2.6	-5.1
CCOC(=O)/C(=N\Nc1ccccc1Cl)N1CCN(C)CC1	6.9	-2.4	-1.0	6.8	-3.6	-11.0	0.1	-4.0	-1.8	0.6
Cc1ccc2nc(-c3ccc(SCC(=O)Nc4nc(C)cs4)nc3)[nH]c2c1	4.7	2.2	-5.0	6.0	-4.4	-5.6	0.6	25.2*	-6.3	-6.2
Cc1sc(NC(=O)c2ccccc2)c(C(c2ccccn2)N2CCN(CCO)CC2)c1C (stereo unspecified)	5.5	-1.5	-11.2	8.3	0.4	-4.7	1.9	14.7	-11.3	2.8
Cc1ccc2c(c1)N(CCCC(=O)NCc1ccc(F)cc1)C(=O)CO2	-0.8	0.9	-2.0	5.4	3.1	·	-0.1	·	-1.6	-3.2
C/C(=N\N=C(/N)SC1CC(=O)N(c2ccccc2)C1=O)c1cccs1 (stereo unspecified)	1.6	-3.7	9.4	-9.1	-1.7	-8.0	-0.2	3.0	3.2	8.6*
CCOc1cc(N2CCOCC2)c(OCC)cc1NC(=O)COC(=O)c1c(CC)noc1C	-3.8	-1.1	3.0	-2.6	-3.5	-1.0	0.0	-9.5	-0.5	-1.3
CCC(C)Nc1nc2c(c(=O)[nH]c(=O)n2C)n1CCOc1ccccc1 (stereo unspecified)	-0.8	2.2	4.4	1.1	0.4	12.0	0.0	1.9	3.9	1.6
CCCC(=O)N(Cc1cc(=O)[nH]c2ccccc12)c1cccc(C)c1	-5.2	-0.3	-4.7	-3.4	1.5	1.3	1.0	5.0	-0.2	-6.4
Cc1ccc(NC(=O)CCc2nnc3ccc(N4CCN(C)CC4)nn23)cc1F	-1.1	-1.5	-5.8	-4.6	-3.0	-5.5	0.3	3.5	2.3	2.2
COCc1[nH]nc2c1C(c1ccc(C)cc1)NC2=O (stereo unspecified)	-4.3	1.7	6.2	-4.4	-0.1	6.2	0.2	5.3	6.2	1.4
Cc1cc(NC(=O)CN2CCN(C/C=C/c3ccccc3)CC2)c([N+](=O)[O-])cc1C	3.8	12.0	-0.5	2.2	-2.9	9.8	0.1	-0.2	9.5*	-2.5
O=[N+]([O-])c1cc2ccccc2nc1-c1ccccc1	7.7	-3.4	0.1	3.9	3.8	7.7	-0.4	-2.5	1.4	0.1
COCCN(C(=O)c1cc(Cl)ccn1)c1c(N)n(Cc2ccccc2)c(=O)[nH]c1=O	0.2	-1.3	-12.7	4.0	0.0	-6.0	-1.1	-1.3	-7.2	-6.8
CCOc1ccc(Nc2nc(Cl)nc(NCCO)n2)cc1	-7.1	0.0	2.8	5.4	0.3	8.9	0.6	12.8	0.1	1.7
COc1ccc(CCNCc2ccc(-c3ccccc3)cc2)cc1OC	-8.4	-1.0	-3.1	1.5	3.7	-4.8	-0.1	4.4	2.2	0.6
N#Cc1c(Sc2ncc(C(F)(F)F)cc2Cl)nsc1C/C=N\OCc1ccccc1Br	-7.7	2.6	-9.8	-5.0	-0.2	4.1	0.5	1.3	-6.7	-4.3
CCNC(=O)C1(C)CCCN1Cc1c(F)cccc1F (stereo unspecified)	-9.9	1.4	7.4	-0.4	-4.6	1.8	-0.1	9.8	3.6	1.4
O=C(CCCNS(=O)(=O)c1ccc(Br)cc1)N1CC[C@@]2(O)CCCC[C@H]2C1	4.1	2.1	-0.5	-4.8	3.1	10.7	-0.4	19.0	-1.4	-4.3
CN(C)Cc1ncccc1Oc1nc2cc(-c3cccc(Cl)c3)sc2c(=O)n1C	0.5	-4.7	-8.7	1.5	1.5	5.1	0.2	-3.3	-5.3	-5.7
Nc1cc(-c2nc3ncccc3o2)ccc1Cl	2.6	-9.5	i	3.0	-2.6	-2.2	9.1	-0.4	i	-110.1
COc1ccc(CC(=O)NCC2CCCN(Cc3ccc(F)c(OC)c3)C2)cc1 (stereo unspecified)	2.4	-3.0	-2.0	-3.3	-4.8	-17.8	0.1	-2.5	0.2	-0.3
COc1ccc(C2=Nc3ccccc3N(C(=O)Cc3cc(OC)cc(OC)c3)C2C(=O)NC(C)(C)C)cc1 (stereo unspecified)	-10.1	4.8	-80.1	-15.3	3.2	7.4	-2.2	18.6	-47.4	-6.6
O=C(CN1C(=O)CSc2ccc(S(=O)(=O)N3CCOCC3)cc21)NCc1ccc(F)cc1	-5.0	-0.3	-4.0	1.4	-1.1	-16.2	0.5	-1.2	3.6	-1.0
COc1cc(NC(=O)c2c3c(nc4ccccc24)CCC3)cc(OC)c1	3.8	-0.7	0.1	4.0	0.4	-11.7	-0.1	-6.6	-4.1	-1.2
C/C(=N/NC(=O)c1ccn(C)n1)c1ccncc1	-3.5	-1.1	-1.8	-6.6	-7.8	9.6	-1.1	-2.7	2.5	-2.3

Arranged by SMILES length (rising): part of the list above
SMILES	Tn7 DDE FP	UHRF1 binding	PLC-beta3 inh	Tn6 DDE FP	MBD2 inh	ASAP1 inh	KLK7 zymogen act	ARFGAP1 inhibitor	PLCg1 inh	ADAM17 inh
CCOc1ccc(Nc2nc(Cl)nc(NCCO)n2)cc1	-7.1	0.0	2.8	5.4	0.3	8.9	0.6	12.8	0.1	1.7
COc1ccc(C(=O)OCCCOC(=O)c2ccc(OC)cc2OC)c(OC)c1	5.3	-0.3	-10.1	0.4	3.6	-1.1	0.3	1.9	-1.6	-2.4
COc1cccc(C(C(=O)NC2CCCCC2)N(C(=O)c2csnn2)C2CC2)c1 (stereo unspecified)	-4.0	-0.5	-2.0	3.1	-6.1	8.7	-0.4	12.3	-0.9	0.5

Following part:
SMILES	Tn7 DDE FP	UHRF1 binding	PLC-beta3 inh	Tn6 DDE FP	MBD2 inh	ASAP1 inh	KLK7 zymogen act	ARFGAP1 inhibitor	PLCg1 inh	ADAM17 inh
CN1C(=O)S/C(=C/c2cccnc2)C1=O	-1.3	-2.3	5.1	5.1	-1.6	-10.8	-0.8	6.2	3.1	-0.9
CNc1cnn(-c2ccc(C)cc2)c(=O)c1Sc1ccc(C)cc1	-0.7	-1.4	-1.2	-5.1	-3.8	-7.8	0.3	16.1	1.1	0.0
CCN(CC(=O)Nc1ccc2c(c1)OCCO2)C(=O)C1CCCCC1	2.8	0.7	-0.5	4.9	-7.5	5.3	0.2	-7.1	3.2	-4.5
O=Cc1ccc([B-](F)(F)F)o1	-0.3	4.4	-0.2	-7.5	0.1	0.9	0.1	-10.1	3.6	1.1
O=C(CSc1nnc(CN2CCCCC2)n1-c1ccccc1)c1ccc2c(c1)OCO2	-3.8	-2.9	3.4	-3.6	-5.7	-4.6	0.8	-5.8	1.1	2.4
COC1CC(=O)C2OC(c3ccccc3)OCC2O1 (stereo unspecified)	-11.8	4.1	-0.2	2.4	1.9	-5.2	-0.4	10.8	1.5	-1.6
CC(C)[C@H](NC(=O)OCc1ccccc1)C(=O)OCC(=O)N1CCN(c2ccc(F)cc2)CC1	-2.7	0.6	-4.9	-0.8	-2.2	3.5	-0.1	6.9	0.7	-1.6
CCc1ccccc1NCC(=O)Nc1ccc(Cl)c(C(F)(F)F)c1	-3.7	-1.2	8.0	-5.1	-8.1	-0.9	0.3	-0.1	12.1*	17.4*
O=S(=O)(c1ccccc1)N1CCN(c2ncccn2)CC1	9.1	-0.7	-2.2	8.3	0.7	20.8	0.2	3.7	-1.6	-4.1
Cc1cc(C(=O)COC(=O)c2cccn2C)c(C)n1Cc1ccco1	1.6	-0.8	-1.1	-0.4	4.3	-6.7	0.1	-3.9	-0.7	-0.4
NC(=O)C1CCN(CC(=O)Nc2ccccc2Sc2ccc(Cl)cc2)CC1	2.5	7.5	-5.0	-0.8	3.6	7.7	0.4	-9.3	0.9	1.9
O=C(CCCCn1c(=S)[nH]c2ccsc2c1=O)NCc1ccco1	-3.9	6.5	-3.3	-10.9	6.1	2.8	0.5	8.2	-3.4	-4.7
CCc1ccc(NC(=O)CS(=O)CC(=O)NC(C)CCc2ccco2)cc1 (stereo unspecified)	-1.8	2.4	0.6	-1.0	2.4	0.4	-0.3	-1.3	0.3	-6.1
Brc1ccc(OCc2nnnn2-c2ccccc2)cc1	1.1	-1.9	-0.6	0.3	-3.4	12.3	-0.1	1.3	-3.2	2.1
CCc1ccc(OCCNC(=O)c2cccs2)cc1	2.4	-0.7	0.0	5.7	-0.1	14.7	0.2	4.2	-1.1	-2.7
